# Assay outcomes as filed in PubChem.
# ssDAF12 agonist – S. stercoralis DAF-12 nuclear receptor activators, primary screen, cell-based, luminescence, HEK293, GRIP1 co-expression, lit1-tk-luc; activation, % at 6.8 µM; HEK293 ssDAF-12/GRIP1 lit1-tk-luc reporter; % of 3 µM dafachronic acid response; 1% of 370,000 active; AID 652126, 2013; Nuclear hormone receptor DAF-12 (Strongyloides stercoralis);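 active = activation above the mean over all tested compounds plus 3 SD, cut at about 0.9% in these data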;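 also: 0% = DMSO-only wells and 100% = 3 µM delta7-dafachronic acid wells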
# DAX1 inh-1 – DAX1 (NR0B1) inhibitors on StAR promoter, primary screen, cell-based, luminescence, SF-1 (NR5A1), full-length DAX-1; inhibition, % at 6.8 µM; AID 652010, 2013; HEK293T StAR-luciferase reporter, SF-1/DAX-1 repression relief; 1.1% of 370,000 active;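 active = inhibition above the mean over all tested compounds plus 3 SD, cut at about 3.6% in these data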;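 also: 0% = DAX-1 cells with DMSO and 100% = cells lacking DAX-1 with DMSO; higher inhibition means more luminescence from relief of DAX-1 repression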
# DAX1 inh-2 – DAX1 (NR0B1) inhibitors, primary screen, cell-based, HEK293, Gal4-DAX1, luciferase luminescence. HEK293 Gal4-DAX1 luciferase reporter. 0.99% of 340,000 active. AID 504766, 2011. inhibition, % at 6.75 µM;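 active = inhibition above the mean over all tested compounds plus 3 SD, cut at about 4.2% in these data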;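 also: 0% = DAX1-transfected cells with DMSO and 100% = empty-vector control cells with DMSO; inhibition shows as a rise in luminescence from relieved DAX1 repression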
# SMARCA2 act – SMARCA2 (BRM) function activators, primary screen, cell-based, luminescence, high throughput. activation, % at 9.1 µM. MG213 cells, MMTV-luciferase reporter, dexamethasone, overnight. 1% of 370,000 active. AID 652017, 2013; in the data active = activation above about 7.8%;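 also: 0% = vehicle wells and 100% = reference activator wells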
# GC-A act – GC-A stimulated cGMP production enhancers – HEK293 GC-A cells, cGMP TR-FRET, EC30 ANP, primary screen. 0% at EC30 ANP, 100% saturating ANP. activation, % at 10 µM. 0.14% of 370,000 active. AID 1671463, 2021; in the data active = activation above about 40%
# Target sequence (P16066 whole entry, looked up): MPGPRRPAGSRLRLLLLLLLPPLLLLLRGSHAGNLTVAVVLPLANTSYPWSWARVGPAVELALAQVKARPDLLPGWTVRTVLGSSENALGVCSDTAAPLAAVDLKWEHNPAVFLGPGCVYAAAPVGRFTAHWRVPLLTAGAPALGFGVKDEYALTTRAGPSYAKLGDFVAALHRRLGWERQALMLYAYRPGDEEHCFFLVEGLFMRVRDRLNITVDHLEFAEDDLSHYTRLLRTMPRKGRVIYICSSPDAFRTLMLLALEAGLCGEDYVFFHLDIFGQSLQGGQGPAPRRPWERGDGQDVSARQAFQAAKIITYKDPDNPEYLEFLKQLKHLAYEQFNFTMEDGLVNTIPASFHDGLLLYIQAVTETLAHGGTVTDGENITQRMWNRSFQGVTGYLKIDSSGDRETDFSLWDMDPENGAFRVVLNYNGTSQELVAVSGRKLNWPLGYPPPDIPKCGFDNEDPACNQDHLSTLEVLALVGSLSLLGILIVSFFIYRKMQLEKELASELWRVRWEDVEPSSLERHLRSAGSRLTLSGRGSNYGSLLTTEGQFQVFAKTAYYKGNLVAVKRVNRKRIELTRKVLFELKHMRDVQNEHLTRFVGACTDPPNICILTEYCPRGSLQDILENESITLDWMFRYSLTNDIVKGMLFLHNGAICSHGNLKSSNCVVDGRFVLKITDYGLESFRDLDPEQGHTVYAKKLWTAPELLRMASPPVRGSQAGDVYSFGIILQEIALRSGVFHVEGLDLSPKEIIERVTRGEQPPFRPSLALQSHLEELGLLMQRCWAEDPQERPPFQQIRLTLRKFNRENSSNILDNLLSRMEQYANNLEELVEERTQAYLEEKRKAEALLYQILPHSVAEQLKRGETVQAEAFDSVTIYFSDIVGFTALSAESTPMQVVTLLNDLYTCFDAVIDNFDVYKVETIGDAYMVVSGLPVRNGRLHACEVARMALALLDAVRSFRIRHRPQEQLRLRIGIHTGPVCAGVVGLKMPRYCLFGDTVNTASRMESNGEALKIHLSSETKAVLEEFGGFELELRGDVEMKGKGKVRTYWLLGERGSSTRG
# PG9 binder – binders of HIV-1 gp120 antibody PG9, primary screen, biochemical, TR-FRET; TR-FRET gp120-PG9 antibody binding; inhibition, % at 6.7 µM; 0.43% of 360,000 active; in the data active = inhibition above about 8.5%
# hcDAF12 agonist – H. contortus DAF-12 nuclear receptor activators, primary screen, cell-based, luminescence, HEK293, lit1-tk-luc reporter; 1.4% of 370,000 active; HEK293 hcDAF-12 lit1-tk-luc reporter; 0% DMSO, 100% Δ7-dafachronic acid; activation, % at 6.8 µM; AID 652067, 2013;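 active = activation above the mean of all tested compounds plus 3 SD, cut at about 5.5% in these data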;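 also: 100% = response to 3 µM Δ7-dafachronic acid high control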
# hgDAF12 agonist – H. glycines DAF-12 receptor agonists, primary screen, cell-based, luminescence, HEK293, GAL4 fusion, UAS-luciferase; AID 687014, 2013; HEK293 GAL4-hgDAF12 UAS-luciferase reporter, agonist luminescence; normalized to butyrate control; activation, % at 6.8 µM; 1.8% of 370,000 active;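 active = activation above a cutoff set at the mean of all screened compounds plus 3 SD, cut at about 10% in these data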;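 also: 0% = DMSO wells and 100% = sodium butyrate wells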
# ADAM10 inh – human ADAM10 inhibitors, primary screen, biochemical, QFRET, HTS | 0.62% of 370,000 active | Disintegrin and metalloproteinase domain-containing protein 10 (Homo sapiens), O14672 | AID 720582, 2013 | recombinant ADAM10, EDANS/DABCYL FRET peptide cleavage, 3 h | inhibition, % at 7 µM;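 active = inhibition above a per-campaign cutoff equal to the mean of compounds falling between control-based bounds plus 3 SD, cut at about 20% in these data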;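 also: 0% = DMSO wells while the 100% control is not disclosed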
# ADAM17 inh – ADAM17 inhibitors, primary screen, biochemical, QFRET; Disintegrin and metalloproteinase domain-containing protein 17 (Homo sapiens), P78536; recombinant ADAM17, EDANS/DABCYL FRET peptide cleavage; AID 720648, 2013; 0.83% of 370,000 active; inhibition, % at 6.95 µM;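 active = inhibition above the mean of compounds lying between control limits plus 3 SD, set per campaign, cut at about 8.5% in these data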;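 also: 0% = DMSO-only wells as the low control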
# GAA850 FXN act – FXN promoter activators, primary screen, cell-based, luciferase luminescence, HEK293 lucGAA850; HEK293 lucGAA850 FXN promoter luciferase reporter, 24 h; percent of 10 µM SAHA response; activation, % at 6 µM; 0.56% of 360,000 active; AID 540364, 2011;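 active = activation above the average of all compounds screened plus 3 SD, cutoff fixed separately per campaign, cut at about 7.5% in these data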;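 also: 0% = DMSO wells and 100% = 10 µM SAHA wells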
# * hit, by the source's call; i = inactive; · = not tested or not shown. Compounds were not picked by outcome; about 6.8% have a hit in one of these screens.
(1) CC(C)C(C(=O)NCC1CCCO1)N(Cc1ccco1)C(=O)CNS(=O)(=O)c1ccccc1 (stereo not given)
(2) C=CCc1cc(Cl)ccc1OCCCNC(C)CC (stereo not given)
(3) Cn1cc(CN2CCN(c3cnccn3)CC2)c(-c2cccc(Cl)c2)n1
(4) Cn1c(=O)n(CCc2ccccc2)c(=O)c2c1nc1n2CCCN1c1ccccc1
(5) CCN(CC)CCNC(=O)Cn1cnc2sc(C)c(S(=O)(=O)N3CC(C)CC(C)C3)c2c1=O (stereo not given)
(6) c1ccc2c(OCCCN3CCCCCC3)cccc2c1
assay / entry	1	2	3	4	5	6
ssDAF12 agonist	-1.2	-0.6	-0.9	-1.0	-0.2	0.8
DAX1 inh-1	-1.1	1.1	-0.3	0.8	-0.3	0.3
DAX1 inh-2	0.4	-1.1	0.4	-0.5	1.8	1.4
SMARCA2 act	-0.3	-2.7	-1.9	1.9	-1.6	3.6
GC-A act	-3.1	-2.2	-4.6	3.9	-0.9	-14.7
PG9 binder	-0.4	0.3	0.1	1.1	1.1	0.7
hcDAF12 agonist	-1.0	0.4	0.0	0.9	-1.1	-1.2
hgDAF12 agonist	-1.5	-0.5	-0.4	-3.2	0.4	1.6
ADAM10 inh	3.3	-3.6	-39.0	6.3	-0.1	3.7
ADAM17 inh	-0.9	1.3	-11.6	-0.1	-4.9	5.2
GAA850 FXN act	-1.6	1.9	2.7	-1.8	-0.2	4.8

(7) O=C(NC(Cc1ccccc1)C(=O)N1CCCC1C(=O)O)c1ccccc1 (stereo not given)
(8) CC(NC(=O)c1ccc2c(c1)C(=O)N(Cc1cccnc1)C2=O)c1ccccc1 (stereo not given)
(9) COc1ccc(/C=C/C(=O)NC(C)CCc2ccccc2)cc1OC (stereo not given)
(10) COc1ccc(CNC(=O)C2CCN(C(=O)Cc3ccccc3)CC2)cc1
(11) CC(C)(C)c1ccc(O)c(O)c1
(12) COc1ccccc1CNC(=O)CS(=O)Cc1nc(-c2ccccc2C)oc1C (stereo not given)
assay / entry	7	8	9	10	11	12
ssDAF12 agonist	-0.8	-1.3	-1.0	-0.5	-0.8	-1.3
DAX1 inh-1	-0.4	-0.1	-0.1	1.3	-0.8	-0.4
DAX1 inh-2	1.9	-0.4	0.9	1.6	-0.3	1.0
SMARCA2 act	0.4	-1.6	3.4	-1.0	-2.0	0.7
GC-A act	9.1	-2.1	-1.1	-1.2	1.2	-1.8
PG9 binder	1.9	0.3	0.4	-0.8	0.3	0.1
hcDAF12 agonist	-2.0	-1.3	-4.2	0.0	-1.3	-1.5
hgDAF12 agonist	0.1	1.0	-4.4	1.1	-2.8	-0.2
ADAM10 inh	-3.5	-5.6	-45.4	5.7	-2.6	-7.1
ADAM17 inh	-6.1	0.7	-12.9	3.1	0.9	0.6
GAA850 FXN act	3.5	-1.1	1.8	-2.0	-0.2	0.8

(13) Cc1ccc2nc(C)c(C(=O)N/N=C/c3ccc(N4CCOCC4)cc3)cc2c1
(14) O=C1CCC[C@H]2C[C@H](NCc3cccc(F)c3)CC[C@]23CCCN13
(15) COc1cccc(-c2nc(-c3ccc4c(c3)NC(=O)CO4)cs2)c1
(16) CS(=O)(=O)N(CC(=O)NCc1ccco1)c1ccc(OCc2ccccc2)cc1
(17) Cn1c(/N=C/c2ccccc2[N+](=O)[O-])nc2ccccc21
(18) N#Cc1ccc(CSc2ccc(S(=O)(=O)N3CCCCCC3)cn2)cc1
assay / entry	13	14	15	16	17	18
ssDAF12 agonist	-1.2	-1.3	-0.9	-1.2	0.7	-0.8
DAX1 inh-1	-0.4	·	0.2	-0.8	0.0	-1.3
DAX1 inh-2	1.6	·	3.6	0.6	2.2	-0.2
SMARCA2 act	0.4	·	0.5	-0.1	-2.4	0.9
GC-A act	-2.7	-2.2	3.3	-3.3	6.2	0.0
PG9 binder	-1.2	·	-1.3	-3.1	-0.1	-0.3
hcDAF12 agonist	1.2	-1.9	0.7	0.9	3.1	-1.5
hgDAF12 agonist	-1.1	-0.2	10.8*	1.1	3.4	-1.4
ADAM10 inh	0.6	-12.1	-17.7	-1.7	-1.1	3.2
ADAM17 inh	-0.1	-4.8	1.5	-0.7	-1.1	-3.3
GAA850 FXN act	0.1	·	6.5	1.0	0.9	-0.2

(19) Cn1nccc1NS(=O)(=O)c1ccc(F)cc1
(20) COc1ccc(/C=C/C(=O)c2ccc(O)cc2)cc1CN1CCOCC1
(21) CCCCOc1ccc(C(=O)NCC(=O)OCC(=O)N2CCN(S(=O)(=O)c3ccc(C)cc3C)CC2)cc1
(22) CC(=O)Nc1cccc(C(=O)OCC(=O)NCc2ccc(F)cc2)c1
(23) CC1(c2nnnn2Cc2ccccc2)CCC(=O)N1CCc1ccc(O)cc1 (stereo not given)
(24) COc1cccc(-n2nc(C(=O)O)c3ccccc3c2=O)c1
assay / entry	19	20	21	22	23	24
ssDAF12 agonist	-0.5	-1.1	-1.2	-1.2	-0.8	-1.5
DAX1 inh-1	0.3	0.1	0.3	0.5	1.4	0.3
DAX1 inh-2	2.2	-0.6	-0.8	-0.1	·	0.5
SMARCA2 act	-3.9	-0.7	4.7	-0.5	-5.0	2.4
GC-A act	7.3	-1.6	5.7	2.9	0.4	2.4
PG9 binder	-0.1	-0.7	-1.3	-0.2	-2.2	-1.3
hcDAF12 agonist	0.6	-2.5	2.1	-0.2	0.5	-1.5
hgDAF12 agonist	4.1	1.4	0.8	3.0	0.3	-1.4
ADAM10 inh	-3.2	-55.1	18.9	-2.2	-16.6	2.6
ADAM17 inh	-3.8	-19.8	5.4	-0.9	-1.3	1.4
GAA850 FXN act	1.4	0.3	1.9	0.9	·	-1.1

(25) O=C(c1cc(-c2ccccn2)nc2ccc(Br)cc12)N1CCN(S(=O)(=O)c2ccccc2)CC1
(26) Cc1ccc(S(=O)(=O)Nc2ccc(C(=O)N3CCCC3)cc2)c(C)c1NS(C)(=O)=O
(27) CC(C)CCNC(=O)C(=O)NCCC1=CCCCC1
(28) CCN1C(=C2C(=O)c3ccccc3C2=O)C=Cc2ccccc21
(29) N#C/C(=C\c1c(N2CCOCC2)nc2ccccn2c1=O)C(=O)NC1CCS(=O)(=O)C1 (stereo not given)
(30) O=C(Nc1nc2cc3c(cc2s1)OCCO3)c1ccncc1
assay / entry	25	26	27	28	29	30
ssDAF12 agonist	0.2	-0.6	-0.4	-0.7	-1.4	-1.2
DAX1 inh-1	0.3	-0.3	0.3	-0.2	-0.1	3.4
DAX1 inh-2	2.4	2.2	-0.5	0.5	·	3.0
SMARCA2 act	-1.9	-0.6	2.8	0.4	-0.3	6.0
GC-A act	2.1	-0.8	-2.0	1.1	4.3	-0.8
PG9 binder	3.4	-2.1	-2.0	1.9	0.0	-0.6
hcDAF12 agonist	1.8	-2.5	6.7*	2.5	-0.5	0.3
hgDAF12 agonist	-0.7	1.7	3.7	1.5	3.1	8.3
ADAM10 inh	1.7	5.8	-1.9	2.3	i	13.2
ADAM17 inh	-1.8	-1.1	-0.9	-1.9	-267.4	0.6
GAA850 FXN act	3.3	1.2	1.8	6.9	-0.8	2.9

(31) COc1ccc(NC(=O)CN(C)CC(=O)N(C)C2(C#N)CCC(C)CC2)cc1 (stereo not given)
(32) CCOC(=O)c1c(C)[nH]c(C(=O)OC)c1CCC(=O)OC
(33) Cc1ccccc1NC(=O)N1C2CCCC1CC(NC(=O)C(C)(C)C)C2 (stereo not given)
(34) Cc1n[nH]c(C)c1S(=O)(=O)N1CCC(C(=O)O)CC1
(35) Cc1c(C(=O)O)oc2ccc(S(=O)(=O)N3CCCC3)cc12
(36) COc1ccc(C(=O)Nc2cc(Cl)ccc2-n2cncn2)c(OC)c1OC
assay / entry	31	32	33	34	35	36
ssDAF12 agonist	-1.3	-1.5	-1.3	-0.9	0.4	-0.6
DAX1 inh-1	-0.8	-0.1	1.2	-0.2	-0.4	-0.8
DAX1 inh-2	-0.5	-0.7	0.9	-0.9	0.4	-0.4
SMARCA2 act	-2.0	-1.8	-2.1	-2.1	-2.9	3.7
GC-A act	6.3	2.2	-3.3	-0.5	3.7	1.0
PG9 binder	-0.2	0.0	-1.4	-1.6	-2.2	-2.1
hcDAF12 agonist	-1.1	3.8	-0.8	0.6	0.5	3.1
hgDAF12 agonist	1.3	-0.3	0.7	0.2	-2.1	-2.2
ADAM10 inh	-12.2	1.6	-5.2	0.7	-7.2	-6.3
ADAM17 inh	-1.8	-2.3	-2.4	-4.8	-8.9	-1.5
GAA850 FXN act	0.8	3.1	1.3	0.1	0.8	3.7

# Of the compounds above, these have a cyano group.
(18) N#Cc1ccc(CSc2ccc(S(=O)(=O)N3CCCCCC3)cn2)cc1
(29) N#C/C(=C\c1c(N2CCOCC2)nc2ccccn2c1=O)C(=O)NC1CCS(=O)(=O)C1 (stereo not given)
(31) COc1ccc(NC(=O)CN(C)CC(=O)N(C)C2(C#N)CCC(C)CC2)cc1 (stereo not given)
assay / entry	18	29	31
ssDAF12 agonist	-0.8	-1.4	-1.3
DAX1 inh-1	-1.3	-0.1	-0.8
DAX1 inh-2	-0.2	·	-0.5
SMARCA2 act	0.9	-0.3	-2.0
GC-A act	0.0	4.3	6.3
PG9 binder	-0.3	0.0	-0.2
hcDAF12 agonist	-1.5	-0.5	-1.1
hgDAF12 agonist	-1.4	3.1	1.3
ADAM10 inh	3.2	i	-12.2
ADAM17 inh	-3.3	-267.4	-1.8
GAA850 FXN act	-0.2	-0.8	0.8

# Next records.
(37) COc1ccc(NC(=S)NC2CCCCC2)c(OC)c1
(38) COc1cc([C@@H]2c3cc4c(cc3[C@H](O)[C@H]3COC(=O)[C@H]23)OCO4)cc(OC)c1OC
(39) C=CCN1C(=O)c2n[nH]c(COC)c2C1c1ccc2c(c1)OCO2 (stereo not given)
(40) CC(=O)NCCNc1nc2c(-c3ccccc3)nnn2c2ccccc12
assay / entry	37	38	39	40
ssDAF12 agonist	-1.4	0.0	-1.6	-0.2
DAX1 inh-1	0.3	11.6*	0.5	-1.2
DAX1 inh-2	1.4	-0.3	·	1.3
SMARCA2 act	1.9	0.5	-0.5	3.2
GC-A act	2.3	-4.9	1.6	-12.5
PG9 binder	0.2	-0.2	-0.2	1.2
hcDAF12 agonist	-1.4	0.3	-0.1	4.5
hgDAF12 agonist	1.1	-3.6	0.8	3.8
ADAM10 inh	9.5	9.1	1.0	-184.9
ADAM17 inh	-3.0	-0.1	-2.9	-86.5
GAA850 FXN act	0.6	-2.8	·	5.1
